Screening data (PubChem BioAssay)
E coli WT exp: E. coli BW25113 growth inhibition, expanded screen; OD600 absorbance; growth inhibition, % at 100 µM; 98,000 tested, 0.15% active;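 active = growth inhibition above about 50% at one test dose, limit read from the data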;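 note: growth measured after 20 h incubation at 37 °C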
FAK blocker: inhibitors of human focal adhesion kinase. inhibition, %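 (tested at 7 µM)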. 97,000 tested, 0.84% active. Q05397. AID 727. biochemical FAK kinase activity assay; in the data active = inhibition above about 19%;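 note: 0% = DMSO and 100% = reference compound high control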
Target sequence (Q05397 whole entry, looked up): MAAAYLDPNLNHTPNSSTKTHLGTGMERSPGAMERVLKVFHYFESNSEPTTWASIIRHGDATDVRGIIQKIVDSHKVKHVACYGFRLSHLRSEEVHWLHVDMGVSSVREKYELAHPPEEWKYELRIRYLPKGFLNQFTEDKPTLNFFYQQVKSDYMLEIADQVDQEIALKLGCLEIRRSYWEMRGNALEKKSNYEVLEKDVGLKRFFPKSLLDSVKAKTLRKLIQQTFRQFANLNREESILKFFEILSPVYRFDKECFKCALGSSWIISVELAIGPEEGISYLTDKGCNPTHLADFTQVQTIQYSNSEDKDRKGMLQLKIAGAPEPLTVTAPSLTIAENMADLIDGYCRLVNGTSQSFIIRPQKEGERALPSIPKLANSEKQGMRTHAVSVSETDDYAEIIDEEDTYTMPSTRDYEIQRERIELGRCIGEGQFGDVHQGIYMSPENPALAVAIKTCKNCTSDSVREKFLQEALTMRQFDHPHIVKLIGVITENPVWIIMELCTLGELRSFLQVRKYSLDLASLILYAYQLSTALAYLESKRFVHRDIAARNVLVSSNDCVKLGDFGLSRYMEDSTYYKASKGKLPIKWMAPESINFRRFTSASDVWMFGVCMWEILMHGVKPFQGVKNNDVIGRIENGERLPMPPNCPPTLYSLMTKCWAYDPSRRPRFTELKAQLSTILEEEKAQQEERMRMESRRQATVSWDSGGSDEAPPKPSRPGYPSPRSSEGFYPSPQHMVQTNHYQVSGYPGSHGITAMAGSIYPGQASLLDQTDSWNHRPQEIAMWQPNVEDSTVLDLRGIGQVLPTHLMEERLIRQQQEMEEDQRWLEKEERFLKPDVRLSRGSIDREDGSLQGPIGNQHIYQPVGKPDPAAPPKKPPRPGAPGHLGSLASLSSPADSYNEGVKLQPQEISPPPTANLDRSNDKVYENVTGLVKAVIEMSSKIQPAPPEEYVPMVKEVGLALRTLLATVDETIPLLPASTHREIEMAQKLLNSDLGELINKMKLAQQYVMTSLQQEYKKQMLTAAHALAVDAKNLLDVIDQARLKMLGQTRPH
Mac1 fbg inh: inhibitors of human CD11b/CD18 binding to fibrinogen. K562 CD11b/CD18 adhesion to fibrinogen, ATPlite luminescence; Mn2+ added to activate the integrin. inhibition, % at 10 µM. 93,000 tested, 0.54% active;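 active = primary inhibition of 50% or more at 10 µM, then 40% or more on retest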; note: some results filed as inactive read as strong as hits
PLAP act: human PLAP activation. purified PLAP enzyme, luminescent substrate read-out; active compounds read high. 96,000 tested, 1.2% active. activation fold at 20 µM. AID 696; in the data active = activation fold above about 2
ERa coact pot: ER-alpha (human) coactivator binding potentiation; P03372; TR-FRET ERalpha-LBD/SRC-Cy5 coactivator binding, 2 h; 100 = basal binding, no effect; coactivator binding (% of control), % at 25.6 µM; 86,000 tested, 1.3% active; AID 639; in the data active = activity above about 200%;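 note: binding measured in presence of low estradiol as agonist stimulus; 0% = peptide alone without receptor and 100% = receptor with peptide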
MT1-MMP txn act: activates MT1-MMP transcription. HT1080 MT1-MMP promoter luciferase reporter, luminescence, overnight; active compounds read high. activation factor at 10 µM. 86,000 tested, 0.16% active. AID 750;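 active = activation factor of at least 2 for MT1-MMP transcription at 10 µM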
ERa coact inh: blocks coactivator binding to human estrogen receptor alpha; P03372; TR-FRET ER-alpha LBD / SRC-1 peptide, estradiol-bound; 86,000 tested, 1.7% active; inhibition, % at 25.6 µM; in the data active = inhibition above about 50%;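 note: 0% = receptor plus peptide control and 100% = peptide only without receptor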
ERb coact inh: blocks coactivator binding to human estrogen receptor beta; Q92731; TR-FRET ER-beta LBD / SRC1-Cy5 peptide binding; receptor agonist-loaded with 1 µM estradiol; 86,000 tested, 1.3% active; inhibition, % at 25.6 µM;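 active = compounds whose percent inhibition of the receptor-coactivator binding signal exceeds about 50% in the single-dose screen, limit read from the data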;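 note: 0% = receptor plus peptide wells without compound and 100% = peptide-only wells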
CD11b adhes enh: CD11b/CD18-fibrinogen binding enhancement; P05107+P11215; K562 CD11b/CD18 adhesion to fibrinogen, ATPlite luminescence; activation, % at 10 µM; 93,000 tested, 0.07% active; AID 1499;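 active = 10 µM primary screen giving 50% or more activity, confirmed by 40% or more on retest at that dose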; note: strong numbers were not always called active; reference of the scale not given here
Numbers without * were called inactive; x = not tested or not shown; [ ] = remark or other dose.

SMILES	E coli WT exp	FAK blocker	Mac1 fbg inh	PLAP act	ERa coact pot	MT1-MMP txn act	ERa coact inh	ERb coact inh	CD11b adhes enh
Cn1nnnc1SCC(=O)NCCCc1ccccc1	1	-2	-12	0.9	122[fluorescence artefact?]	0.9	-8	-4	2
CCOC(=O)N1CCC(NC(=O)C2CCCN(S(C)(=O)=O)C2)CC1 (stereo unspecified)	0	-2	-1	1	124	1.1	4	-2	-2
COc1cc(-c2nc(-c3cccc(C)c3)no2)cc(OC)c1OC	x	1	x	x	129	1.5	-6	18	x
NCCOc1ccccc1Cc1ccccc1	10	2	-5	0.8	122	1.1	-1	-33	-3
CCN(CC)C(=O)COc1ccc2oc(C)c(C(=O)OC(C)C)c2c1	-8	0	-11	2.6*	141	1.4	-3	-17	3
O=c1oc2cc(Cl)ccc2n1CSc1nc2ccccc2s1	-20	0	2	0.4	100	1.7	1	5	5
COc1ccc(CN(Cc2nc3ccccc3c(=O)[nH]2)C(=O)NC2CCCCC2)cc1	-2	2	-18	0.9	115	1.1	2	-1	4
Cn1c(C(=O)NCc2ccco2)cc2c(=O)[nH]c3ccccc3c21	0	x	-6	1	93	1	-1	2	5
Cc1c(C#N)c2ccccc2n1CC(=O)NC(C)c1ccccc1 (stereo unspecified)	-7	0	-5	1.2	105	1.2	-6	-13	-5
CCOCCn1c(SCc2cccc(C)c2)nc2c1c(=O)[nH]c(=O)n2C	-2	-1	-17	1.1	104[fluorescence artefact?]	1.1	4	-17[fluorescence artefact?]	-2
CC1CCCCN1C(=O)COC(=O)c1n[nH]c2ccccc12 (stereo unspecified)	7	-2	-17	1.8	97	1.7	-7	-14	-1
CCOC(=O)c1c(NC(C)=O)sc2c1CCCNC2=O	-11	6	-5	0.8	115	1.1	-12	-7	5
CCOC(=O)c1cnc2c(ccc3ccccc32)c1NCCO	x	5	x	x	99	1.5	-10	-21	x
CN(Cc1nc2ccccc2c(=O)[nH]1)CC(O)COCc1ccco1 (stereo unspecified)	4	3	-5	1.5	87	1.1	1	11	-1
CC1CC(C)CN(CCOc2ccc(Cl)cc2Cl)C1 (stereo unspecified)	40	4	-1	1.3	107	1.1	-11	-3	-5
CC12CCC(C(=O)N3CCCc4ccccc43)(CC1=O)C2(C)C (stereo unspecified)	3	3	4	1	115	1.3	-6	8	-2
COc1cc2c(cc1NC(C)=O)CCCC2	-4	2	5	0.9	98	x	20	3	-4
Cc1ccc(C2c3c(-c4ccccc4O)n[nH]c3C(=O)N2Cc2ccncc2)cc1 (stereo unspecified)	5	1	x	1.7	83	1.2	17[fluorescence artefact?]	4[fluorescence artefact?]	x
O=C(O)c1ccc(-n2nnnc2Oc2ccccc2C(=O)N2CCOCC2)cc1	1	3	-1	1.1	102	1.2	-6	-7	4
O=C(Nc1cnccn1)c1cccnc1	3	1	-7	0.8	102	x	0	2	0
COCCCNc1ncnc2c1[nH]c1ccccc12	14	2	-12	1	x	x	x	x	-5
CC(C)(C)NC(=O)C(c1ccccn1)N(C(=O)c1ccc2c(c1)OCCO2)C1CCCC1 (stereo unspecified)	3	-4	-3	1.5	114	1.2	-1	2	0
CN1C(=O)CC(N2CCN(c3ccccn3)CC2)C1=O (stereo unspecified)	5	-1	0	1	111	1	-3	-6	-2
Cc1nn2c(NCCCN3CCOCC3)c3c(nc2c1-c1ccccc1)CCC3	-13	-1	-10	1.5	117	1	-3	-1	2
Cc1c(C(=O)NCc2ccc(F)cc2)c(-c2ccccc2)nn1-c1ccccc1	3	3	-37	0.7	x	x	x	x	-1
CCCCNc1nc(CC)c2c(c1C#N)CCCC2	-4	2	43	1.1	109	1.2	-3	-13	2
N#Cc1c2c(c(NCc3ccco3)n3c1nc1ccccc13)CCC2	-16	5	2	1	87	1.1	33	24	3
O=S(=O)(NC1CCCCCC1)c1cccc2cccnc12	11	-3	0	0.9	101	1.1	0[fluorescence artefact?]	1	-5
CCOC(=O)c1c(NC(=O)C(F)(OC)C(F)(F)F)sc(C(=O)N2CCCCC2)c1C (stereo unspecified)	-9	-2	16	1.2	112	1	0	-3	-1
CCOC(=O)CN1CC23C=CC(O2)C(C(=O)NC2CCCCCC2)C3C1=O (stereo unspecified)	-3	1	-22	1.2	133[fluorescence artefact?]	1	-5	-18	4
Cc1cc(C)n(-c2nc(NCC(C)O)c3c4c(sc3n2)COC(C)(C)C4)n1 (stereo unspecified)	6	-4	-15	1.1	97	1.3	-7	-23	-1
Cc1ccc2c(c1)-c1c(cnn1CC(=O)O)CO2	-7	7	x	1	125[fluorescence artefact?]	1.3	6[fluorescence artefact?]	-11[fluorescence artefact?]	x
COc1ccc(C(=O)COC(=O)CCn2nnc(-c3cccc(O)c3OC)n2)cc1	-4	-7	-1	0.9	91	1.2	-1	15[fluorescence artefact?]	-3
O=C(c1ccc2c(c1)c(=O)oc1ccccc12)N1CCCCC1	x	-4	x	x	111[fluorescence artefact?]	1.4	3	12	x
CCOC(=O)COn1c(=O)c(-c2cccs2)[n+]([O-])c2ccccc21	5	3	14	1	58[fluorescence artefact?]	1.2	0[fluorescence artefact?]	17[fluorescence artefact?]	-3
O=S1(=O)C=C(Sc2nc3ccccc3s2)c2ccccc21	7	x	-10	1	116	1.2	0	-2	2
COc1ccc(CC(=O)Nc2c3c(nn2-c2cccc(Cl)c2)CS(=O)C3)cc1 (stereo unspecified)	2	2	x	x	123	1.1	-1	3	x
Cc1noc2ncnc(Oc3ccccc3)c12	5	-2	-26	1.1	x	x	x	x	3
CC(=O)c1cccc(NC(=O)Nc2cnn(Cc3ccc(F)cc3)c2)c1	-1	x	4	1	109	1.1	-4	-8	0
O=C(O)[C@H]1CCCC[C@H]1C(=O)NCCc1ccccc1	8	1	1	0.9	111	1	-3	-3	-1

Copied from the list.
Entry of CC(C)(C)NC(=O)C(c1ccccn1)N(C(=O)c1ccc2c(c1)OCCO2)C1CCCC1 (stereo unspecified) under ERa coact inh: -1
Entry of CC(=O)c1cccc(NC(=O)Nc2cnn(Cc3ccc(F)cc3)c2)c1 under ERa coact inh: -4
Entry of N#Cc1c2c(c(NCc3ccco3)n3c1nc1ccccc13)CCC2 under ERa coact inh: 33

Other entries follow.
SMILES	E coli WT exp	FAK blocker	Mac1 fbg inh	PLAP act	ERa coact pot	MT1-MMP txn act	ERa coact inh	ERb coact inh	CD11b adhes enh
c1ccc(CCc2nn3c(Cn4cnc5ccccc54)nnc3s2)cc1	10	3	-18	0.9	78	1	3	13	2
CCOc1ncccc1C(=O)Nc1cccc(C(=O)Nc2cccc(S(=O)(=O)CCO)c2)c1	-2	1	-4	1.1	113	1.1	-3	-4	-1
O=C(CN(Cc1ccc(F)cc1)C(=O)c1ccco1)NCc1ccc(F)cc1	-1	-2	-48	0.9	x	1.1	x	x	2
COC(=O)/C(=C\Nc1ccccc1N)c1ncc(C(F)(F)F)cc1Cl	8	0	-7	1.1	124	1.3	6	11	0
N#Cc1cc(-c2ccccc2)c[nH]c1=O	9	1	16	1.2	x	x	x	x	-5
CC(C)C(NC=C1C(=O)OC(C)(C)OC1=O)C(=O)O (stereo unspecified)	-2	-2	10	1.2	113[fluorescence artefact?]	1.2	-1	-22	-4
CC(c1ccccc1)n1cnc2ccccc21 (stereo unspecified)	19	x	-9	0.8	96	1.2	-7[fluorescence artefact?]	-2	3
C=CCn1c(C)cc(C(=O)COC(=O)COc2ccccc2C#N)c1C	-1	-3	-7	1.1	113	1	-4	-6	-4
O/N=C/c1cc(Br)cc(Br)c1OCc1ccccc1	0	2	-11	0.9	x	x	x	x	-2
CN1CCN(C(=O)CCCOc2ccc(Cl)cc2Cl)CC1	11	-10	-10	1.3	x	1.2	x	x	0
CCN1C(=O)C(CC(=O)Nc2cc(C)ccc2C)SC1=Nc1ccc(S(N)(=O)=O)cc1 (stereo unspecified)	-4	-2	-3	1.2	108[fluorescence artefact?]	1.1	-8	16	-4
OC(c1cccnc1)c1cccs1 (stereo unspecified)	6	5	-3	0.9	111	1	8[fluorescence artefact?]	-4	-2
COc1ccc(C2=Nn3c(nnc3-c3ccncc3)SC2)cc1	-12	0	-28	0.9	105	1.2	0	-6	-4
O=C(Nc1ccc(Cl)cn1)C1CCCN1S(=O)(=O)c1cccc2ccccc12 (stereo unspecified)	-17	0	-18	0.9	107	1.2	2	2	-3
COc1ccc(-c2nnc(SCC(=O)c3ccc4c(c3)OCCO4)o2)cc1	x	0	x	x	335*[fluorescence artefact?]	1.2	23[fluorescence artefact?]	25[fluorescence artefact?]	x
CCCc1ccc(OC(=O)c2cccs2)cc1	2	2	4	1.1	107	1.2	-5	-17	-2
CCCCn1c(SCC(=O)c2ccc3c(c2)OCCO3)nnc1-c1ccoc1C	-12	3	-7	1.3	107	1.2	-8	6	3
O=C(NC12CC3CC(CC(C3)C1)C2)N1CC2Cc3cccc(=O)n3C(C2)C1 (stereo unspecified)	1	0	-18	1	125[fluorescence artefact?]	1.1	7	-3	1
O=C(CSc1ncn(-c2ccccc2)n1)Nc1ccc2c(c1)OCCO2	-8	x	10	0.6	89	1	-3	3	-7
C=CCN1C(c2ccc(OCC)cc2)=CS/C1=C(\C#N)c1nnc2n1CCCCC2	-3	x	7	1.5	110	1.2	5	3	-1

Some of the entries so far, field by field:
CC(c1ccccc1)n1cnc2ccccc21 (stereo unspecified)
  E coli WT exp: 19	FAK blocker: x	Mac1 fbg inh: -9	PLAP act: 0.8	ERa coact pot: 96	MT1-MMP txn act: 1.2	ERa coact inh: -7[fluorescence artefact?]	ERb coact inh: -2	CD11b adhes enh: 3

CCCCn1c(SCC(=O)c2ccc3c(c2)OCCO3)nnc1-c1ccoc1C
  E coli WT exp: -12	FAK blocker: 3	Mac1 fbg inh: -7	PLAP act: 1.3	ERa coact pot: 107	MT1-MMP txn act: 1.2	ERa coact inh: -8	ERb coact inh: 6	CD11b adhes enh: 3

O=C(NC12CC3CC(CC(C3)C1)C2)N1CC2Cc3cccc(=O)n3C(C2)C1 (stereo unspecified)
  E coli WT exp: 1	FAK blocker: 0	Mac1 fbg inh: -18	PLAP act: 1	ERa coact pot: 125[fluorescence artefact?]	MT1-MMP txn act: 1.1	ERa coact inh: 7	ERb coact inh: -3	CD11b adhes enh: 1

CC(C)C(NC=C1C(=O)OC(C)(C)OC1=O)C(=O)O (stereo unspecified)
  E coli WT exp: -2	FAK blocker: -2	Mac1 fbg inh: 10	PLAP act: 1.2	ERa coact pot: 113[fluorescence artefact?]	MT1-MMP txn act: 1.2	ERa coact inh: -1	ERb coact inh: -22	CD11b adhes enh: -4

Additional structures follow:
SMILES	E coli WT exp	FAK blocker	Mac1 fbg inh	PLAP act	ERa coact pot	MT1-MMP txn act	ERa coact inh	ERb coact inh	CD11b adhes enh
Cc1ccc(-c2nn3c(C)nnc3s2)cc1NC(=O)COc1ccc(Cl)cc1	2	-8	-10	1	325*	1.1	7[fluorescence artefact?]	9[fluorescence artefact?]	-2
O=C(c1ccco1)N1CCN(C(=O)C2CCN(S(=O)(=O)c3cccc4nsnc34)CC2)CC1	x	1	x	x	118	1	-1	3	x
CC(=O)CSc1ncnc2c1oc1ccccc12	4	-50	-11	0.9	108[fluorescence artefact?]	1.5	5	-13[fluorescence artefact?]	3
CC1(C)CC(=O)C2=C(C1)N(c1ccc(F)cc1)C(N)=C(C#N)C2c1cccs1 (stereo unspecified)	4	2	6	0.9	101	1.2	-5	1	1
O=C(c1n[nH]c(=O)c2ccccc12)N1CCOCC1	-4	-1	-2	1.1	106	1.1	-1	-6	-2
NC(=O)c1c(NC(=O)CSc2nnc(-c3ccccc3)n2CC2CCCO2)sc2c1CCC2 (stereo unspecified)	4	8	-17	1.5	109[fluorescence artefact?]	1.1	6	4	-2
CCn1c(=NC(=O)CSCC(=O)Nc2nccs2)sc2ccccc21	-5	-2	14	0.9	109	x	-2	1	-3
Oc1c(CN2CCOCC2)cc(-c2ccccc2)cc1CN1CCOCC1	7	1	x	1.2	120	0.9	-4[fluorescence artefact?]	-19	x
O=C1CC(N2CCN(c3ccccc3)CC2)C(=O)N1CCc1ccccc1 (stereo unspecified)	-6	x	-2	1.1	108	1.1	-8	-4	-5
COC(=O)CSc1nnc(CNC(=O)c2cccs2)n1-c1cc(OC)ccc1OC	6	1	4	1.1	120	1	-8	4	-4
CCCn1c(NC(=O)c2cccc(C)c2C)nc2ccccc21	6	1	2	1.6	92	1.1	-1	-6	-3
CCCCOC(=O)Nc1nnc(-c2ccccc2OC)s1	-8	-1	-2	1.7	129	1.2	4	3	-2

Outcome played no part in choosing rows (roughly 5.1% active in at least one column).
